SKN-1 block – C. elegans SKN-1 inhibition | hit rate 0.49% among 360,000 | inhibition, % at 21.8 µM | C. elegans VP596 Pgst-4::GFP/RFP ratio, acrylamide-induced, 24 h;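 active = interference check ratio from 0.5 to 1.5 plus GFP to RFP signal ratio inhibition reaching or exceeding a fixed threshold, cut at about 30% in these data, passing the limit was not always enough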; note: some compounds called inactive have numbers as strong as hits
SUMO1 PPI mod – SUMO1-SIM interaction modulation. P63165. SUMO1 binding to a labelled peptide, TR-FRET, 1 h. inhibition, % at 20 µM. hit rate 0.33% among 360,000. AID 602429; in the data active = inhibition above about 37%
Target sequence (P63165 whole entry, looked up): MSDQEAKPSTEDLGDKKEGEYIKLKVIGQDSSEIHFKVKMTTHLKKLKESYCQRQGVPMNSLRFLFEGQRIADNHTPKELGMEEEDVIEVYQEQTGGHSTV
Neddyl block – blocks human cullin neddylation | TR-FRET cullin neddylation, biochemical | calls only at 25 µM | hit rate 0.58% among 360,000; in the data active = inhibition above about 36%
Target sequence (P61081 whole entry, looked up): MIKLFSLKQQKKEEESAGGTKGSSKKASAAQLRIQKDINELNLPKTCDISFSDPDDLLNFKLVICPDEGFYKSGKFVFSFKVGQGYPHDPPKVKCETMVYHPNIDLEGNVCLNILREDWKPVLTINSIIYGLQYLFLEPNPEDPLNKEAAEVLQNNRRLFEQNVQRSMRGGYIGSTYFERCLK
Target sequence (Q13564 whole entry, looked up): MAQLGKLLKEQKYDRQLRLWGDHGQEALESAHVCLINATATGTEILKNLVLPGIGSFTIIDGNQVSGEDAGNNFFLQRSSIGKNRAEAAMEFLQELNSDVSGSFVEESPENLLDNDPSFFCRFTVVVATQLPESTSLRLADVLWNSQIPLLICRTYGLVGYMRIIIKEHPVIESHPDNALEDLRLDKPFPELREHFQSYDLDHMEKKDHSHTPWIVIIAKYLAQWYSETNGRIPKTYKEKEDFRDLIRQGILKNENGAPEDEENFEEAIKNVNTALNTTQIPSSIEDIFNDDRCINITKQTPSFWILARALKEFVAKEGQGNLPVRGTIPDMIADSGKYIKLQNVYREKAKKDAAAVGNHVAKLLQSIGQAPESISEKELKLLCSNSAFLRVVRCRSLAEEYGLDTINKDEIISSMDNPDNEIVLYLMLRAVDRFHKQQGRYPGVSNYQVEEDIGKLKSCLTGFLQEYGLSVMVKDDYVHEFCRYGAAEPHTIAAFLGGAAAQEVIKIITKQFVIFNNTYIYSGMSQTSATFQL
NRP1-CendR mod – alters CendR peptide binding to human NRP-1. inhibition, % at 25 µM. FAM-RPARPAR peptide binding to NRP-1, fluorescence polarization. hit rate 0.85% among 360,000. O14786. AID 602438;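 active = inhibition or corrected inhibition above about 18%, plus a signal ratio from 0.5 to 1.5, limit read from the data, passing the limit was not always enough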; note: strong numbers were not always called active
DNMT1 block – blocks human DNA methyltransferase DNMT1 | hit rate 0.83% among 360,000 | inhibition (reported as % activation of signal), % at 10 µM | DNMT1 molecular beacon, Hinp1I cleavage, fluorescence; in the data active = inhibition above about 50%
NadD block – blocks S. aureus nicotinate mononucleotide adenylyltransferase | inhibition, % at 20 µM | purified NadD enzyme, colorimetric absorbance read-out | hit rate 0.78% among 360,000; in the data active = inhibition above about 26%; note: some compounds past the cut are filed as inactive
Scp-1 inhibitor – inhibitors of human Scp-1 phosphatase; hit rate 0.88% among 340,000; Q9GZU7; AID 493091; Recombinant Scp1, phosphopeptide, malachite green phosphate absorbance; inhibition, % at 20 µM;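 active = inhibition above about 50% at 20 µM, limit read from the data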;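 note: plate controls were DMSO wells with enzyme for no effect and wells lacking enzyme for full effect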
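Material – SCP-1 phosphatase catalytic domain, residues 76-261 · Buffer or medium – Acidic Tris acetate buffer with magnesium and detergent · Also added – Phospho 17-mer peptide substrate · Compound – single 20 µM dose, 1% DMSO · Times – 45 min room-temperature reaction, 5 min colour, 30 min stabiliser · Technique – Phosphate-binding colour reagent, absorbance read at 630 nm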
STEP inh – inhibitors of human striatal-enriched phosphatase STEP. P54829. hit rate 0.25% among 360,000. AID 588621. inhibition, % at 20 µM. recombinant STEP, OMFP fluorogenic substrate, fluorescence;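 active = inhibition at 20 µM, scaled per plate between control wells, above about 37%, limit read from the data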;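 note: 0% = DMSO with enzyme and substrate and 100% = substrate only without enzyme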
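Also added – OMFP at 25 µM · Test system – STEP tyrosine phosphatase · Technique – FITC-channel fluorescence of OMFP product · Schedule – 20 min at room temperature, dark · Evaluation – control-normalized % inhibition with plate pattern correction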
Tb MetRS inh – Trypanosoma brucei MetRS inhibition | AID 624268 | hit rate 0.4% among 360,000 | inhibition, % at 11.9 µM | purified T. brucei MetRS, ATP depletion, Kinase-Glo luminescence;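 active = inhibition above a per-plate cutoff of the control wells' mean inhibition plus 3 SD, cut at about 5.5% in these data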;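 note: 0% = DMSO wells median and 100% = median of wells with control inhibitor compound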
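Material: T. brucei methionyl-tRNA synthetase, purified; reagent: substrates ATP, L-methionine and bulk Escherichia coli tRNA; dosing: 11.9 µM single point; timing: 15 min plus 2 h at 25 °C; detection: luminescence of leftover ATP; evaluation: % inhibition; control set: DMSO-only wells as low control; replicates: singlicate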
LMPTP block – blocks human LMPTP phosphatase. recombinant LMPTP-A, OMFP fluorogenic substrate, fluorescence intensity. inhibition, % at 20 µM. hit rate 0.22% among 360,000. AID 651560;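 active = compounds that cut the enzyme signal by at least half of the control window in the single-dose screen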;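 note: plate controls were DMSO wells with enzyme plus substrate for no effect and substrate without enzyme for full effect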
Target sequence (P24666 whole entry, looked up): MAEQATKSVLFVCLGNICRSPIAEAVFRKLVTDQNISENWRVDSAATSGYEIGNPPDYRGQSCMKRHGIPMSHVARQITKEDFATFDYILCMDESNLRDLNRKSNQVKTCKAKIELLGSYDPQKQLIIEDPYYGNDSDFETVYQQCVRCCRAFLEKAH
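Buffer or medium: Bis-Tris pH 6.0, DTT, detergent; Assay system: LMPTP-A enzyme; Quantity: 0.625 nM enzyme; Detection: endpoint fluorescence intensity; Times: 50 min dark incubation at room temperature; Controls: substrate-only low control, DMSO enzyme-plus-substrate high control; Doses: single 20 µM dose; Read-out: percent inhibition versus substrate-only and uninhibited controls; Reagent: 400 µM OMFP.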
An asterisk follows results filed as active; i = inactive; . = not tested or not shown. No enrichment for hits; overall some 4.6% were active at least once.

SMILES | SKN-1 block | SUMO1 PPI mod | Neddyl block | NRP1-CendR mod | DNMT1 block | NadD block | Scp-1 inhibitor | STEP inh | Tb MetRS inh | LMPTP block
COC(=O)c1c(NC(=O)c2ccccc2)sc(C(N)=O)c1C | 25.3 | 0.6 | i | -13.0 | 1.6 | 0.2 | -3.0 | 7.0 | 0.1 | 0.0
COc1ccc(CCC(=O)Nc2cccc(S(=O)(=O)N3CCCCCC3)c2)cc1 | -1.7 | -1.2 | i | -5.6 | -3.0 | -11.9 | -11.1 | 0.0 | 0.0 | 2.2
COc1ccc2nc(/N=C(\N)NC(=O)C(C)(C)C)nc(C)c2c1 | 13.1 | -6.6 | . | -14.1 | 6.4 | -2.1 | -1.8 | 3.0 | -0.1 | 0.4
CCOC(=O)c1sc2nc(CSc3ccccc3)nc(N3CCCN(C)CC3)c2c1C | 0.4 | -16.0 | i | -0.8 | -1.2 | -1.1 | -5.7 | 0.8 | 0.0 | -2.6
O=C(CNC(=O)c1ccco1)N/N=C/c1ccccc1[N+](=O)[O-] | 1.3 | -13.5 | i | -0.4 | -1.2 | -3.6 | -1.4 | 1.0 | 0.4 | -1.8
COCCCNC(=S)N/N=C/c1ccc(N(C)C)cc1 | 1.0 | -3.7 | . | -1.5 | -4.1 | -8.9 | -8.3 | -3.0 | -1.0 | 0.1
Cc1cc(NS(C)(=O)=O)c(=O)n(Cc2c(F)cccc2Cl)c1 | 14.7 | 1.0 | i | -3.0 | -2.4 | -0.6 | 0.8 | -3.7 | -0.5 | -1.6
Cc1cc(C)c(COCc2cc(/C=N/O)c(C)cc2C)cc1/C=N/O | 5.6 | -2.8 | i | -6.9 | -12.0 | -10.6 | -12.3 | 0.0 | 0.3 | 3.7
CNC(=O)c1cc(S(=O)(=O)N2CC(C)OC(C)C2)ccc1N1CCCCC1 (centres undefined) | 13.0 | -1.4 | i | 3.8 | 3.0 | -4.4 | 0.0 | -0.6 | -0.7 | -0.9
O=[N+]([O-])c1ccc(F)c(N=Cc2ccc(Br)s2)c1 | 17.6 | -11.8 | i | 1.1 | 0.8 | -3.8 | 3.5 | 2.1 | 0.1 | -2.8
Cc1cc(CNC(=O)c2cc(COc3ccc(F)c(F)c3)on2)nn1C | 16.3 | 4.2 | i | -7.3 | -2.6 | -4.7 | -3.1 | 1.3 | -0.3 | 0.4
Cc1ccc(CNc2nc3ccccc3n2C)cc1 | -9.8 | -2.4 | i | 6.6 | 2.5 | -4.6 | -2.0 | -0.3 | -0.3 | -0.3
COC(=O)c1ccc(N2C(=O)CC(N3CCC(O)(c4ccc(Br)cc4)CC3)C2=O)cc1 (centres undefined) | -23.3 | 5.4 | i | -8.2 | -1.8 | 1.5 | -5.0 | 4.2 | 0.2 | -1.1
O=C(COC(=O)CCSc1ccccc1)Nc1cc(F)ccc1F | -3.3 | -3.4 | i | 21.7 | -5.4 | -12.3 | -19.1 | -1.2 | -0.7 | -0.8
CCN(CC)CC1(O)CCN(C(=O)c2ccc(Cl)c(Cl)c2)CC1 | 1.6 | 3.2 | i | 6.2 | 3.3 | -8.8 | -10.7 | -0.2 | 0.0 | -0.4
ON=C1c2ccccc2-c2cc(Br)ccc21 | 15.4 | -23.4 | i | -10.0 | -21.6 | -1.5 | -5.3 | -1.4 | -0.2 | 3.0
CC1CCN(C(=O)CCc2ccc(S(=O)(=O)NC(C)C)cc2)CC1 | -8.8 | -1.6 | i | 4.2 | -0.7 | -1.5 | 66.6* | -2.7 | -1.1 | -0.7
COCCN=C1NN=C(c2ccc(C)c([N+](=O)[O-])c2)CS1 | -5.9 | -16.4 | i | 4.5 | -0.9 | -2.1 | -6.6 | -3.1 | 0.2 | -0.2
CCOC(=O)C1(CC2CCCCO2)CCN(Cc2cc3ccccc3[nH]2)CC1 (centres undefined) | -10.0 | -10.3 | i | -5.9 | -5.1 | -3.1 | -1.3 | 0.6 | 0.8 | 0.3
Cn1ccnc1/C(=N\NC(=O)c1ccccc1)c1cccc([N+](=O)[O-])c1 | -7.8 | -14.5 | i | -13.5 | -2.8 | -10.5 | -3.9 | -3.8 | -0.6 | -0.9
COc1ccc(C2(O)CC3CCC(C2)N3c2cc(C)nc(-c3ccccc3)n2)cc1 (centres undefined) | 12.7 | 0.9 | i | 3.4 | -6.5 | 10.0 | 15.2 | -1.0 | -0.3 | 2.9
CC[n+]1c(P(=O)([O-])c2ccccc2)[nH]c2ccccc21 | 13.9 | 1.3 | i | 10.7 | 1.9 | -2.9 | -3.6 | 1.4 | 0.0 | -3.3
O=C(CSc1nnc(Nc2ccccc2)s1)Nc1ccc(S(=O)(=O)N2CCOCC2)cc1 | 10.9 | 4.3 | i | -12.3 | -8.4 | 1.4 | -3.1 | 2.2 | 13.2* | 0.3
O=C(O)c1cccc(Nc2nc3ccccc3nc2NS(=O)(=O)c2ccccc2)c1 | -3.0 | 3.7 | i | -20.2 | -2.2 | 4.4 | -5.4 | 0.0 | -0.1 | 0.4
CO[C@H]1CN(C)C(=O)c2ccc(NS(=O)(=O)c3ccccc3F)cc2OC[C@H](C)NC[C@@H]1C | -0.2 | 3.9 | i | -3.5 | . | . | . | . | -0.8 | -0.8
SMILES | SKN-1 block | SUMO1 PPI mod | Neddyl block | NRP1-CendR mod | DNMT1 block | NadD block | Scp-1 inhibitor | STEP inh | Tb MetRS inh | LMPTP block
CCc1ccc(CN(C)C(=O)c2cc(COc3cncc(Cl)c3)on2)cc1 | 4.4 | 6.3 | i | -8.6 | -5.5 | -3.4 | . | -0.2 | -0.2 | 1.0
CCC1CCCCN1C(=O)CSc1nnc(CNC(=O)c2c(F)cccc2Cl)o1 (centres undefined) | 3.1 | 0.7 | i | -8.7 | 2.2 | -5.4 | -2.2 | -2.5 | -0.1 | -1.8
CCOc1ccc(NC(=O)c2cn(-c3ccc(OCC)cc3)c(=O)c3cc(OC)c(OC)cc23)cc1 | 18.5 | -1.0 | i | 0.1 | -6.0 | -5.8 | -8.1 | 1.7 | -0.6 | 1.1
C/C(CC(=O)NCCCN1CCOCC1)=N\NC(=O)COc1cccc2ccccc12 | 7.3 | 3.3 | i | -1.1 | -7.9 | -2.8 | -10.3 | 1.7 | -0.1 | -6.4
CC1(C)CC(=O)C2=C(C1)N(c1ccc(F)cc1)C(=O)C2(NC(=O)c1ccccc1F)C(F)(F)F (centres undefined) | 14.2 | 1.9 | i | -10.5 | 1.4 | -8.5 | -5.1 | 2.5 | -0.1 | -0.6
Nc1ccc(Cl)c(S(=O)(=O)Nc2ccc(Cl)cc2)c1 | -5.8 | -0.1 | i | -3.0 | -4.2 | 5.3 | -10.4 | 0.3 | 0.2 | -0.4
Cc1cc(=O)oc2cc(OCC(=O)N3c4ccccc4CC3C)ccc12 (centres undefined) | 2.0 | -3.4 | i | 6.8 | -1.7 | -0.8 | -3.1 | 1.3 | -0.8 | -0.2
COc1ccc(COCC(O)CN2CCC(C(N)=O)CC2)cc1OC (centres undefined) | 3.0 | 0.2 | i | -5.5 | 2.7 | -4.9 | -10.4 | -2.0 | 0.2 | -0.8
CCCCc1ccc(NC(=S)NCc2ccc(OC)cc2)cc1 | 7.7 | 0.4 | i | 0.3 | 0.1 | 4.5 | -0.9 | 18.6 | 0.2 | 1.3
COc1cccc(C2=NC(C)(C)NC(c3ccccc3O)C2)c1 (centres undefined) | 24.9 | 1.0 | i | -6.8 | -11.8 | 7.6 | 0.0 | -2.1 | -1.5 | 2.2
Cc1ccc(CN2C(=O)CCSc3ccc(Cl)cc32)cc1 | 9.7 | -0.3 | i | -7.2 | -0.8 | 1.6 | -8.1 | -0.7 | -0.1 | 2.4
O=C(COC(=O)C12CC3CC(CC(C3)C1)C2)Nc1nc2c(F)c(F)c(F)cc2s1 | -3.9 | 0.1 | i | 30.9* | 6.3 | 7.1 | -10.7 | -0.2 | -0.6 | 0.5
Cc1cc(C(=O)OCC(=O)N2CC(=O)Nc3ccccc32)no1 | -7.9 | 1.3 | i | -9.7 | -0.8 | -1.4 | -7.8 | -4.2 | -0.8 | -2.5
CCOC(=O)/C(=N\Nc1ccccc1Cl)N1CCN(C)CC1 | 2.8 | -3.0 | i | -11.8 | -1.0 | -9.5 | 0.6 | -0.9 | 0.3 | -2.7
COC(=O)c1ccccc1NC(=O)CSc1nncn1-c1ccccn1 | -0.1 | -1.5 | i | 6.6 | 0.8 | 1.6 | -7.9 | 3.4 | -0.4 | 0.5
COc1ccc(NC(=O)CCc2nc(-c3ccc(C)cc3)no2)c(OC)c1 | 17.4 | -1.2 | i | 5.6 | -3.4 | 0.0 | -2.2 | -2.9 | -0.8 | 0.9
Cc1ccccc1C(=O)N1CCC(C(=O)Nc2ccccc2N2CCCC2)CC1 | 6.1 | 4.4 | i | -4.5 | 1.0 | -1.6 | -6.9 | -0.9 | -0.4 | -0.4
NC(=O)C1CC(=O)N(c2ccc(OCC(=O)Nc3cccc(C(F)(F)F)c3)cc2)C1 (centres undefined) | -1.4 | 14.8 | i | -6.6 | 0.7 | -5.2 | 19.6 | -1.7 | -0.9 | 4.8
COc1ccccc1CNC(=O)c1nccnc1CO | -9.0 | 3.1 | i | 0.1 | -0.8 | -2.0 | -4.5 | -5.0 | -0.6 | -1.6
Cc1ccc(NC(=O)c2ccco2)c(NC(=O)c2ccc(Cl)cc2)c1 | 17.0 | -0.1 | i | 0.7 | -4.8 | -4.3 | 0.1 | -1.4 | -0.7 | 1.0
Cc1ccc(C2CC(c3ccc(C)cc3)n3nc(N)nc3N2)cc1 (centres undefined) | 4.9 | 4.7 | i | -1.9 | 1.9 | 7.1 | 3.4 | -0.1 | -0.6 | -0.4
O=C1CC(C(=O)O)c2ccccc2N1 (centres undefined) | -16.4 | 3.1 | i | 5.1 | 1.0 | 3.6 | -4.9 | -0.3 | -1.2 | -0.3
Cc1nnsc1C(=O)N/N=C/c1cccc(C(F)(F)F)c1 | 6.8 | 4.4 | i | 11.0 | 0.5 | 0.2 | -2.3 | -0.4 | 0.0 | 0.6
CC(=O)CCc1c(C)nc2ccc(C(=O)O)cc2c1Cl | -9.4 | 6.9 | i | -15.4 | 3.2 | 3.7 | 19.5 | 1.1 | -1.0 | 0.5
